Tb PFK block = inhibitors of T. brucei phosphofructokinase; O15648; Potency, µM (series often up to 57.5 µM), for inactives: at the top dose activity, negative = inhibition, hits mostly inhibitors; T. brucei PFK, ADP-Glo luminescence; hit rate 0.17% among 330,000; AID 485367;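 further: potency means the concentration at half of the fitted maximal effect; 0% = uninhibited 1x PFK enzyme wells and -100% = no-enzyme wells; nearly all actives have a fitted effect of over 60% in size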
Target sequence (O15648 whole entry, looked up): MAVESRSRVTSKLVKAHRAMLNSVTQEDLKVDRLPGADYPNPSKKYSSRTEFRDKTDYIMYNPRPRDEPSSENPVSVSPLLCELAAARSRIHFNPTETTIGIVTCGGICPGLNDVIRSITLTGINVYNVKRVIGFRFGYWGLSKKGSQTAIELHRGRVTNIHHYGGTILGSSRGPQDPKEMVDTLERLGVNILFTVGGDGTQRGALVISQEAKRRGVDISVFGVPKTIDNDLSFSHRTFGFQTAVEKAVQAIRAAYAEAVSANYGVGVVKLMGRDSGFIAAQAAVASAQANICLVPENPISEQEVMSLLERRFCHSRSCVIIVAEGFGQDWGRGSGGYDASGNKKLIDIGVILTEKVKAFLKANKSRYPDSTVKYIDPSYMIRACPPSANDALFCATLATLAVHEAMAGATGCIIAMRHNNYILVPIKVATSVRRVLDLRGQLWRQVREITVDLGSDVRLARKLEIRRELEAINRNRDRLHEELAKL
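Compounds were pin-transferred as a titration series up to 57 uM into substrate buffer (0.5 mM F6P, 0.1 mM ATP, pH 8.0), then 1.25 nM PFK was added and reactions ran 45 min before ADP-Glo detection.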
VP16 counter = Gal4-VP16 reporter inhibition counter-screen. Drosophila S2 Gal4-VP16 UAS-luciferase, luminescence, 20 h. Potency, µM (titrated, usually from 53.6 µM), for inactives: top-dose activity, negative = inhibition, actives largely listed as inhibitors. hit rate 3.5% among 310,000. AID 2546;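 further: Gal4-VP16 expression switched on by copper sulfate through the metallothionein promoter; potency means the concentration at half of the fitted maximal effect; on the % scale 0 is the no-effect control and ±100 the full control effect; nearly all actives have a fitted effect of over 50% in size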
FLuc counter = counter-screen for miR-21 project: firefly luciferase inhibitors or activators | purified FLuc, Km substrates, luminescence inhibition | Potency, µM (top dose mostly 57.5 µM), without a hit: at the highest dose activity change, negative = inhibition, hits mostly inhibitors | hit rate 6.9% among 360,000 | AID 588342 | P08659;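 further: potency means the concentration at half of the fitted maximal effect; plate controls were vehicle for no effect and reference inhibitor for full effect; nearly all actives have a fitted effect of over 55% in size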
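Biochemical qHTS of compounds, final roughly 60 µM downward over six points, against 10 nM purified firefly luciferase using Km concentrations of substrates (10 uM D-luciferin, 10 uM ATP) in Tris acetate pH 7.5 buffer; luminescence output.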
Rab9 promoter act = activators of Rab9 promoter; Potency, µM (top dose mostly 9.22 µM), inactives show at the top dose activation, negative = inhibition, usual class: activators; Huh7 Rab9 promoter-luciferase reporter, luminescence, 24 h; hit rate 2.8% among 320,000; further: potency means the concentration at half of the fitted maximal effect; % of control where 0% means no effect; nearly all actives have a fitted effect of over 60% in size
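Huh7 reporter line, Rab9 promoter upstream of luciferase. Compound exposure 24 h at 37 °C in reduced-serum medium with 10% FBS. Read-out: luminescence.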
ELG1 repair inh = inhibitors of ELG1-dependent DNA repair in HEK293T cells. hit rate 2.3% among 330,000. AID 504467. Potency, µM (doses to about 46.1 µM), inactives show at the top dose activity change, negative = inhibition, most hits filed as inhibitors. HEK293T ELG1-luciferase reporter, luminescence, 16 h; DNA damage induced by 5-fluorouridine; further: potency means the concentration at half of the fitted maximal effect; on the % scale 0 is the no-effect control and ±100 the full control effect; nearly all actives have a fitted effect of over 55% in size
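Luminescence from the luciferase reporter, measured 30 min after ONE-Glo reagent at room temperature, was the read-out. Beforehand, 2,000 cells per well were exposed for 16 hr at 37 °C to 5-fluorouridine together with compound or vehicle.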
p53 reactivation = restores transcriptional activity of mutant p53. Potency, µM (doses to about 92.2 µM), without a hit: at the top dose activity change, positive = activation, most hits filed as activators. H1299 p53-A138V BP100-luciferase reporter, luminescence, 24 h. hit rate 0.063% among 320,000; further: potency means the concentration at half of the fitted maximal effect; % of control where 0% means no effect; nearly all actives have a fitted effect of over 45% in size
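p53-null H1299 cells stably carrying temperature-sensitive p53-A138V and a BP100-luciferase reporter were pinned with compounds (4-point, 1:5 series) and held 24 hrs at 37 deg C. Luminescence was read 10 min after detection reagent.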
ELG1 genotoxic = genotoxicity induction in ELG1-luciferase HEK293T cells | AID 504466 | hit rate 1.3% among 330,000 | Potency, µM (top dose mostly 46 µM), without a hit: top-dose activity change, positive = activation, hits mostly activators | HEK293T ELG1-luciferase reporter, luminescence, 16 h; further: potency means the concentration at half of the fitted maximal effect; % of control where 0% means no effect; nearly all actives have a fitted effect of over 60% in size
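Luminescence read-out: rising ELG1-luciferase signal, reflecting elevated ELG1 protein under genetic stress, flags genotoxic compounds. Cells were treated for 16 hr at 37 °C before ONE-Glo detection.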
NPC1 promoter act = activators of NPC1 promoter; Potency, µM (highest dose often 9.22 µM), inactives show at the top dose activation, actives largely listed as activators; AID 485313; Huh7 NPC1 promoter luciferase reporter, 24 h; hit rate 2.4% among 320,000;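 further: potency means the concentration at half of the fitted maximal effect; % of control where 0% means no effect; nearly all actives have a fitted effect of over 60% in size; reporter is driven by a mutant NPC1 promoter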
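NPC1 promoter–luciferase Huh7 cells; 24 h compound; luminescence.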
BRCA1 expr up = activators of BRCA1 expression; MCF7-BRCA1-FFLuc reporter, luminescence, 48 h; response scale: scaled: vehicle 0%, 10 µM genistein 100%; Potency, µM (highest dose often 46.1 µM), without a hit: top-dose activation, hits mostly activators; hit rate 1.1% among 380,000; AID 624202; further: potency means the concentration at half of the fitted maximal effect; nearly all actives have a fitted effect of over 80% in size; some results filed as inactive show a strong effect at the top dose
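48 h compound treatment of MCF7-BRCA1-FFLuc cells (phenol-red free MEM, 37 °C), then 15 min with luciferase substrate and luminescence imaging.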
TRPV1 agonist = human TRPV1 agonism. activation, % at 8.33 µM. TRPV1-expressing cells, Fluo-8 calcium influx, agonist mode. hit rate 0.19% among 320,000. Q8NER1; in the data active means activation above about 80%; inconclusive means between about 30% and that limit; further: 0% is about no effect
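TRPV1-expressing cells were cultured overnight at 35.5C and loaded with Fluo-8 calcium dye for 40 to 90 min at room temperature. After a 10 s baseline, compound was added and calcium influx was read kinetically for 3 min (ex 480/em 520 nm).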
RORg inh = inhibitors of mouse ROR gamma transcriptional activity; P51450; Potency, µM (highest dose often 53.6 µM), for the others: top-dose activity change, negative = inhibition, usual class: inhibitors; Drosophila S2 Gal4-RORgamma UAS-luciferase reporter, 20 h; AID 2551; hit rate 5.4% among 310,000; further: potency means the concentration at half of the fitted maximal effect; on the % scale 0 is the no-effect control and ±100 the full control effect; nearly all actives have a fitted effect of over 60% in size
Target sequence (P51450 whole entry, looked up, the tested form may be a part): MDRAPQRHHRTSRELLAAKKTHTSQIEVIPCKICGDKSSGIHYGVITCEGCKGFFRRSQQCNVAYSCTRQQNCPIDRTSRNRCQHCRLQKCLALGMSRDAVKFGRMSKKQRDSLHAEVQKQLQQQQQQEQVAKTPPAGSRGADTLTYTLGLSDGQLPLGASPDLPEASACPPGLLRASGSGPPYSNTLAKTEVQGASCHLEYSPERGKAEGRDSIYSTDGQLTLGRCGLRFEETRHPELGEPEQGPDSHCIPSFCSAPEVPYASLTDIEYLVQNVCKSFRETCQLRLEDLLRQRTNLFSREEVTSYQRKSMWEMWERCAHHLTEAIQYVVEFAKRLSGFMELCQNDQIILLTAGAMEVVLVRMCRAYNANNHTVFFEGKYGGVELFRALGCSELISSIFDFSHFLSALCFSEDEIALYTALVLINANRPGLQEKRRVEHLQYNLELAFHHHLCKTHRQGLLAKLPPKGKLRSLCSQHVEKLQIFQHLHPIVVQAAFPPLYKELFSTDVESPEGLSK
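Luminescence from a UAS-regulated Photinus luciferase reporter in stably transfected Drosophila Schneider cells is measured; decreased signal marks ROR gamma inhibition. Fusion expression is induced by 700 uM copper sulfate for 20 hr.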
The depositor's hits bear a star; u = inconclusive; x = no result given; [ ] = another dose, or the depositor's remark. Unless noted, the call rests on the fitted dose curve; in most records, active means well fitted curve in the direction sought with a large enough effect; inconclusive means small, poorly fitted or top-dose-only effect, or another doubt; inactive means no such curve, though single readings can be large; an effect the other way counts as inactive or inconclusive.

structure	Tb PFK block	VP16 counter	FLuc counter	Rab9 promoter act	ELG1 repair inh	p53 reactivation	ELG1 genotoxic	NPC1 promoter act	BRCA1 expr up	TRPV1 agonist	RORg inh
O=c1c(/C=N/OCc2ccc(Cl)cc2Cl)c[nH]n1-c1cccc(Cl)n1	0%	20µM*	11µM*	7%	u	u	-5%	2%	-37%	-8	13µM*
O=C(CSC1CCCCC1)N1CCN(c2ccccc2)CC1	0%	18%	u	18%	u	26%	15%	9%	u	u	14%
Oc1ccc(-c2nc3ccccc3nc2-c2ccccc2)cc1	6%	-7%	-3%	1%	-18%	x	-12%	2%	17%	6	28%
O=[N+]([O-])c1cccc(S(=O)(=O)N2CCCCC2c2cccnc2)c1 (stereo not given)	2%	4%	1%	6%	15%	x	0%	1%	-16%	-2	-27%
COc1cc(NC(=O)Cn2cnc3c(NCc4ccccc4)ncnc32)cc(OC)c1OC	6%	x	x	x	13%	5%	u	x	-1%	x	x
C=C(Cl)COC(=O)[C@H]1C2C=CC(C2)C1C(=O)O (stereo not given in full)	-1%	-14%	-2%	-8%	17%	9%	-7%	-3%	-4%	4	-11%
COC(=O)c1ccc([C@H]2C=C(C(=O)O)O[C@@H](OCc3ccc(CO)cc3)C2)cc1	1%	-3%	-2%	0%	1%	6%	3%	1%	11%	2	0%
O=C(c1ccncc1)N1N=C(C2CC2)CC1(O)C(F)(F)F (stereo not given)	0%	-17%	1%	-4%	-7%	2%	1%	-1%	3%	1	11µM*
O=C1CCC[C@@H]2[C@H]3CCC[N+]4([O-])CCC[C@@H](CN12)[C@@H]34 (stereo not given in full)	-25%	-4%	-1%	1%	20%	2%	-1%	-1%	0%	0	12%
COc1cccc(CN2CCN(Cc3nc(-c4cccc(F)c4F)oc3C)CC2=O)c1	-9%	-11%	-2%	0%	u	-2%	-7%	-4%	-22%	2	4%
CC1CCCN(C(=O)COc2ccc(-c3ccccc3)cc2)C1 (stereo not given)	-1%	u	u	16%	-4%	3%	7%	1%	96%	u	u
COc1cccc2sc3ccc(NCCC4CCCN4C)cc3c(=O)c12 (stereo not given)	-5%	-1%	u	-1%	10%	3%	7%	4%	12%	-2	-23%
COc1cc(NC(=O)CN(C)S(=O)(=O)c2ccc3nc(C)sc3c2)cc(OC)c1	-6%	-6%	-2%	-3%	-29%	-1%	10%	0%	-25%	11	u
O=C(NCCCc1ccccc1)c1ccc(-n2cncn2)c([N+](=O)[O-])c1	-1%	x	4%	-5%	-10%	6%	0%	-1%	-23%	u	x
CCN(CC)S(=O)(=O)c1ccc(N(C)C)c(NC(=O)CC(NC(C)=O)c2ccccc2)c1 (stereo not given)	2%	-11%	0%	-4%	-9%	4%	0%	0%	12%	0	9%
Nc1c(S(=O)(=O)c2ccccc2)cnc2c(-c3ccc(F)cc3)cnn12	-1%	10µM*	-3%	0%	u	3%	3%	-1%	-63%	-2	4.5µM*
COc1ccc(C(CNC(=O)c2cc3ccccc3o2)N2CCCCC2)cc1 (stereo not given)	2%	13%	-1%	-5%	2%	0%	-4%	-2%	-48%	1	-11%
COc1cccc(C(CC(=O)Nc2cccc3ccccc23)NC(=O)c2ccccc2)c1 (stereo not given)	0%	-19%	-2%	7%	-3%	-6%	10%	3%	-30%	-9	-27%
O=C1CC2(CCN(C(=O)COc3ccc(F)cc3)CC2)Oc2ccccc21	0%	x	-1%	2%	-9%	-7%	6%	-5%	11%	u	x
CC(C)NC(=O)c1nc2ccccc2s1	-2%	14%	u	-2%	u	19%	u	1%	11%	4	35%
O=[N+]([O-])c1cccc(N(CC2CO2)S(=O)(=O)c2ccccc2)c1 (stereo not given)	1%	1%	2%	-5%	1%	18%	13%	0%	-11%	-2	-8%
Cc1ccc(NC(=S)NC(=O)c2ccccc2)cc1NC(=S)NC(=O)c1ccccc1	-3%	7.1µM*	-17%	1.8µM*	u	10%	u	u	-24%	-1	1.4µM*
CCOC(=O)c1sc2ncn(CC(=O)N(CC)CC)c(=O)c2c1C	-6%	-14%	-4%	0%	18%	-1%	-3%	-4%	6%	-7	14%
Cc1ccc2cc3c(nc2c1)OCC3	1%	6%	-29%	1%	u	5%	9%	4%	u	-1	21%
Cc1cc(SCC(=O)OCC(=O)NCc2ccc3c(c2)OCO3)c(C)cc1Br	-1%	-3%	5%	3%	-3%	3%	0%	0%	5%	u	4%
CCOC(=O)N1CCN(c2c(NCCc3ccc(C)cc3)c(=O)c2=O)CC1	2%	-6%	-1%	0%	2%	4%	0%	2%	2%	-1	-15%
NS(=O)(=O)c1ccc(CCNC(=O)Nc2ccc(Cl)c(Cl)c2)cc1	u	-9%	-15%	-2%	u	8%	-6%	1%	-49%	u	20%
O=C(CN(C(=O)CNC(=O)c1ccco1)c1ccc(F)cc1)NC1CCCC1	-2%	-16%	1%	-6%	14%	-1%	1%	2%	-12%	2	-19%
Cn1cc(C(=O)NCc2ccccc2F)cn1	0%	2%	2%	-11%	4%	2%	-1%	-2%	16%	2	0%
CCOc1cccc(CN2CCN(c3cccc(C(F)(F)F)c3)CC2)c1O	-11%	1%	-13%	-9%	u	13%	-6%	-3%	-48%	1	-15%
COC(=O)Cc1c(C)c2ccc(OCC(=O)N(C)C)cc2oc1=O	-3%	3%	3%	5%	u	-1%	7%	-1%	2%	-2	15%
c1n[nH]c(NC2=NCCC2)n1	-5%	-1%	5%	0%	0%	-1%	2%	0%	0%	-1	-28%
CC(=O)Nc1ccc(N=c2cc([N+](=O)[O-])cc(Cl)n2O)cc1	-5%	u	2%	0%	-2%	-6%	0%	-6%	-67%	0	u
Fc1ccc(-c2cc(C(F)(F)F)nc(NCc3cccs3)n2)cc1	0%	-7%	-2%	-15%	-12%	3%	1%	0%	-53%	u	41%
O=C(NCC(c1cccs1)N1CCOCC1)c1ccc(Cl)cc1 (stereo not given)	8%	x	1%	-2%	-10%	-8%	-3%	-7%	-80%[inhibitor]	3	x
CN(C(=O)CSc1nc(O)cc(=O)n1C1CCCC1)c1ccccc1	-4%	-12%	-1%	-3%	12%	15%	2%	-1%	0%	-2	3%
O=C(Nc1cccnc1)c1cc(-c2ccccc2)on1	-1%	2%	4.8µM*	-8%	-1%	12%	2%	1%	3%	u	3%
Nc1ccc2nc(CN3CCOCC3)[nH]c2c1	0%	5%	-4%	6%	24%	1%	-7%	0%	22%	5	6%
c1ccc(Cn2ncc3c(Nc4ccccc4)ncnc32)cc1	-2%	16%	-14%	-4%	16%	-8%	7%	-7%	-17%	u	38%
CN1CCN(c2ccc([N+](=O)[O-])cc2C(=O)N2CCCCC2)CC1	-1%	-9%	-1%	-4%	8%	-2%	0%	-1%	3%	2	2%
Cc1n[nH]c(C)c1CCc1nc2c3ccccc3nc(SCC(N)=O)n2n1	-4%	-19%	-3%	4%	23µM*	-16%	-5%	-1%	0%	0	17%
Fc1cccc(/C=N/Nc2ccc(Cl)nn2)c1	11%	u	-18%	u	u	-1%	13%	u	79%	1	0%
CCCCn1c(N)c(N(CCC(C)C)C(=O)c2ccc([N+](=O)[O-])o2)c(=O)[nH]c1=O	0%	-1%	7%	2%	-1%	-5%	-1%	2%	-18%	0	-31%
O=C(CSc1nnc(-c2c[nH]c3ccccc23)n1-c1ccc(F)cc1)NCc1ccco1	-7%	-7%	u	12%	-8%	18%	0%	1%	-34%	-2	-27%
CCCn1c(SCC(=O)Nc2nnc(C)s2)nnc1-c1ccoc1C	-2%	-2%	-4%	-1%	9%	-3%	3%	20%	5%	-2	-2%[10 µM]
O=C1c2cccc3cccc(c23)C(=O)N1CCN1CCN(CC(O)COc2ccccc2)CC1 (stereo not given)	7%	-30%	5%	2%	u	-1%	2%	-3%	-5%	-1	-34%
Cc1ccc(-n2c(C)cc3c2CC(C)(C)CC3=O)cc1C	-2%	7%	3%	-1%	-2%	-2%	1%	-2%	1%	16	-10%

Single records (already shown):
`Fc1cccc(/C=N/Nc2ccc(Cl)nn2)c1` across the screens: Tb PFK block: 11%; VP16 counter: u; FLuc counter: -18%; Rab9 promoter act: u; ELG1 repair inh: u; p53 reactivation: -1%; ELG1 genotoxic: 13%; NPC1 promoter act: u; BRCA1 expr up: 79%; TRPV1 agonist: 1; RORg inh: 0%
`CN(C(=O)CSc1nc(O)cc(=O)n1C1CCCC1)c1ccccc1` across the screens: Tb PFK block: -4%; VP16 counter: -12%; FLuc counter: -1%; Rab9 promoter act: -3%; ELG1 repair inh: 12%; p53 reactivation: 15%; ELG1 genotoxic: 2%; NPC1 promoter act: -1%; BRCA1 expr up: 0%; TRPV1 agonist: -2; RORg inh: 3%

Compound activity (PubChem)
